HP1b binding inh = HP1-beta chromodomain-methylated histone interaction inhibition | AID 540317 | Potency, µM (highest dose often 114 µM), for inactives: top-dose activity change, negative = inhibition, hits mostly inhibitors | actives 0.56% (n = 390,000) | AlphaScreen HP1-beta / biotin-H3K9me3 peptide binding; also: nearly all actives have a fitted effect of over 70% in size; inactives centre near 23
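AlphaScreen: HP1-beta (50 nM) preformed 30 min with biotin-H3(1-18)K9me3 peptide (50 nM) in PBS pH 7.4, 0.01% Tween-20. Compound added for 30 min at RT, then streptavidin donor/nickel chelate acceptor beads (10 ug/mL) for 30 min.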
JMJD2A Tudor = blocks the human JMJD2A Tudor domain | AID 504339 | Potency, µM (highest dose often 114 µM), for the others: at the top dose activity change, negative = inhibition, hits mostly inhibitors | actives 4.4% (n = 390,000) | AlphaScreen JMJD2A-Tudor / H3K4me3 peptide binding; also: % is scaled to controls: 0 for no effect and ±100 for the full control effect; nearly all actives have a fitted effect of over 50% in size
Target sequence (O75164 whole entry, looked up, the tested form may be a part): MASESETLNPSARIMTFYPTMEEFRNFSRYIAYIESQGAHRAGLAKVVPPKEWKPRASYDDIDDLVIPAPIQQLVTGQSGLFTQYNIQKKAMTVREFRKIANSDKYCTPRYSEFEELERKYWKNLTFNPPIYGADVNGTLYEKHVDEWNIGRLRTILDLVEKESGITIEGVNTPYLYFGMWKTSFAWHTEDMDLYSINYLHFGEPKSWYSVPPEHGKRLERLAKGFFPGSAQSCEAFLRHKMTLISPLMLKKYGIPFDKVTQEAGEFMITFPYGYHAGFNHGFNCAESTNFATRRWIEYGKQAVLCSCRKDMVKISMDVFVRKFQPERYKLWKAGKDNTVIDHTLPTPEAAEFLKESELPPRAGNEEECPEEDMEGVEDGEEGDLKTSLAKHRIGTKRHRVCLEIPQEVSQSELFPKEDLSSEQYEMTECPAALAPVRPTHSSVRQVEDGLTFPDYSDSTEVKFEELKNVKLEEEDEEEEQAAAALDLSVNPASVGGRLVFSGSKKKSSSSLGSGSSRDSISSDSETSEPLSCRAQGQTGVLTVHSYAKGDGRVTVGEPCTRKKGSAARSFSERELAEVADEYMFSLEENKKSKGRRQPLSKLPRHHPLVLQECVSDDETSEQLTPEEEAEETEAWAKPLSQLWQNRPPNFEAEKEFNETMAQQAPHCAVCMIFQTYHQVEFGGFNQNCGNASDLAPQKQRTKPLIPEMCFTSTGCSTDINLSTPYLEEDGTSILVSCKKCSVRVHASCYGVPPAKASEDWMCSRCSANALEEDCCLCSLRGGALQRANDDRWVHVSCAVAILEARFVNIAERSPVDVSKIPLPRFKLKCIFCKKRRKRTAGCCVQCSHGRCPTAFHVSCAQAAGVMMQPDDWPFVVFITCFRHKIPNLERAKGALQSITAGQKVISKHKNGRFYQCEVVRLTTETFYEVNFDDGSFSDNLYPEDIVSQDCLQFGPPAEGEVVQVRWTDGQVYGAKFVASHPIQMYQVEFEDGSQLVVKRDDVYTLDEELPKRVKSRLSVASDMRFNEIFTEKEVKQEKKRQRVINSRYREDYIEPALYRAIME
GLS inh = inhibitors of human glutaminase (GLS) | O94925 | GLS enzymatic activity, qHTS titration | Potency, µM (doses to about 45.5 µM), for the others: top-dose activity change, negative = inhibition, usual class: inhibitors | actives 0.21% (n = 410,000); also: % is scaled to controls: 0 for no effect and ±100 for the full control effect
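Read-out is an Amplex red fluorescence increase coupled through glutamate oxidase and HRP, measured before and after 30 min room-temperature incubation. hKGA is in 45 mM KH2PO4 (pH 8.2) with 0.02% Tween-20; glutamine added as 1mM solution.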
BLM helicase inh = blocks DNA unwinding by human BLM helicase. P54132. recombinant BLM DNA unwinding, fluorescence dequenching. Potency, µM (series often up to 56.1 µM), without a hit: at the highest dose activity change, negative = inhibition, usual class: inhibitors. actives 0.2% (n = 350,000). AID 2528;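 also: plate controls were vehicle for no effect and no enzyme for full effect; nearly all actives have a fitted effect of over 35% in size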
BAZ2B block = BAZ2B (human) inhibition; Q9UIF8; AlphaScreen BAZ2B-H3K14Ac peptide displacement; Potency, µM (highest dose often 114 µM), inactives show top-dose activity change, negative = inhibition, usual class: inhibitors; actives 4.4% (n = 360,000); also: % is scaled to controls: 0 for no effect and ±100 for the full control effect; nearly all actives have a fitted effect of over 60% in size
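Multi-concentration screen (max 110 uM) measuring displacement of acetylated histone H3 peptide from BAZ2B by AlphaScreen, using 50 nM protein, 50 nM peptide and 10 ug/mL streptavidin donor plus Ni-chelate acceptor beads.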
POLI inh = DNA polymerase iota (human) inhibition; actives 1% (n = 390,000); Pol iota fluorescent replication assay, 10 min; Potency, µM (doses to about 115 µM), without a hit: at the highest dose activity, negative = inhibition, actives largely listed as inhibitors; Q9UNA4; AID 588590
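Fluorescent replication assay read twice, at 0 min and 10 min after adding 50 nM (final) substrate. Enzyme (10 nM) and compounds were first incubated 15 min at room temperature; enzyme-free buffer wells were negative controls.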
Tb PGK inh = inhibitors of T. brucei phosphoglycerate kinase | P07378 | PGK/GAPDH coupled, Kinase-Glo luminescence, 60 min | Potency, µM (series often up to 57.5 µM), inactives show at the highest dose activity change, negative = inhibition, actives largely listed as inhibitors | actives 0.043% (n = 380,000) | AID 602233; also: % is scaled to controls: 0 for no effect and ±100 for the full control effect; nearly all actives have a fitted effect of over 60% in size
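Recombinant glycosomal PGK reaction used 1,3-bisphosphoglycerate generated in-well by GAPDH (100nM final) in 100mM TEA pH 7.6, 5mM MgCl2, 0.01% Tween-20. After 60 minutes at room temperature, ATP was read by Kinase-Glo Plus luminescence end-point.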
G9a block = inhibitors of human histone lysine methyltransferase G9a; actives 8.8% (n = 350,000); Potency, µM (doses to about 102 µM), for inactives: top-dose activity, negative = inhibition, actives largely listed as inhibitors; G9a H3K9 monomethylation, AlphaScreen, 2 h; Q96KQ7; also: % is scaled to controls: 0 for no effect and ±100 for the full control effect; nearly all actives have a fitted effect of over 75% in size
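Step 1: enzyme (final 20 nM) with compound, 15 min RT. Step 2: substrate peptide 500 nM and SAM 20 uM, 2 h RT. Step 3: anti-H3K9me1 antibody and AlphaScreen beads, 10 min, then plate read.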
Pin1 inhibitor = blocks the human prolyl isomerase Pin1. Potency, µM (doses to about 115 µM), for inactives: at the highest dose activity, negative = inhibition, hits mostly inhibitors. Pin1 FP peptide displacement, HiFluor488, 10 min. actives 0.009% (n = 390,000). AID 504891; active = well fitted inhibition curve with a large enough effect in the polarisation, with a control signal flat, not every such curve was filed as active; inconclusive = small, poorly fitted or top-dose-only effect, or effect the other way, or a change in a side signal; inactive = no such curve, though single readings can be large or run the other way; the % refers to the polarisation; also: % is scaled to controls: 0 for no effect and ±100 for the full control effect
* marks the source's active call; other numbers are inactive results; i = inactive; ? = inconclusive; . = no result given; & = joins results of further samples; [ ] = another dose, or the depositor's remark. Unless noted, calls follow the shape of the dose curve; as a rule, active = well fitted curve in the direction sought with a large enough effect; inconclusive = small, poorly fitted or top-dose-only effect, or another doubt; inactive = no such curve, though single readings can be large; an effect the other way counts as inactive or inconclusive. Potency is read from the fitted curve at half-maximal effect. A portion of the library, so the mix of outcomes need not match the whole.

SMILES	HP1b binding inh	JMJD2A Tudor	GLS inh	BLM helicase inh	BAZ2B block	POLI inh	Tb PGK inh	G9a block	Pin1 inhibitor
c1cncc(CNC2CCCC2)c1	39%[activator]	?	-14%	-3%	?	?	-5%	8%[0.501 µM]	-2%
C[C@]12CCC3C(CC[C@H]4CC(=O)CC[C@]34C)C1CCC2=O (stereo partly drawn)	26%	1%	-13%	.	.	42%[activator]	i	.	-8%
O=C(c1ccccc1)c1cn(CC(=O)N2CCOCC2)c2ccccc12	-4%	-20%[11.4 µM]	-16%	-9%	-3%	?	-5%	0%[12.7 µM]	-2%
Cc1ccc(NC(=O)CN2C(=O)CN=C(c3ccccc3)c3ccccc32)cc1Cl	14%	-14%	-8%	-16%	-6%	-25%	i	-12%[59 µM]	3%
C=CCN1CC[C@]23c4c5ccc(O)c4OC2C(O)CC[C@@]3(O)[C@H]1C5 (stereo partly drawn)	65%[activator]	-12%	78%[activator]	.	.	18%	i	.	-3%
CN1C(CC(O)c2ccccc2)CCCC1CC(O)c1ccccc1 (stereo not drawn)	11%	-24%	0%	.	-2%	-5%	-9%	0%[59 µM]	0%
CCCCOP(=O)(OCCCC)C(O)c1ccc(F)cc1 (stereo not drawn)	28%	4%	-14%	-3%	1%	125%[activator]	-3%	-16%	25%
Cc1ccc(C2(O)CN3CCC2CC3)cc1 (stereo not drawn)	17%	-13%	-7%	-1%	-3%	7%	-4%	16%	-5%
O=c1[nH]c(O)c(C=Nc2ccc(F)c(Cl)c2)c(=O)[nH]1	30%	-5%	3%	-1%	12%	-9%	-7%	3%	0%
COC(=O)C1=C(c2ccc(C(C)=O)cc2)C[C@@H]2CC[C@H]1N2C(=O)NC(C)C	42%[activator]	-6%	2%	.	6%	25%	0%	9%[2.33 µM]	-13%
C=CCn1c(O)c(C(C)=Nc2cccc(C(F)(F)F)c2)c(=O)[nH]c1=O	31%	-1%	3%	-3%	-12%	-15%[58.9 µM]	-3%	-49%	2%
C=CCn1c(CSc2ccccc2[N+](=O)[O-])n[nH]c1=S	?	8.9µM*	?	-25%	40µM*	8.9µM*	-21%	1.3µM*	.
Oc1ccccc1CN(CCc1ccccc1)Cc1ccccc1	-20%	45µM*	15%	-10%	?	23%	6%	-10%[0.501 µM]	?
CP(=O)(O)CCCN	25%	-13%	20%	0%&0%	-4%	-20%	.	-12%	-1%
CCN1C[C@]2(COC)CC[C@H](O)[C@]34C1[C@](O)([C@@H](OC)[C@H]23)[C@@]1(O)C[C@H](OC)[C@H]2C[C@@H]4[C@@H]1[C@H]2OC	26%	-6%	25%	.	1%	-6%	0%	7%[59 µM]	6%
O=C(Nc1ccccc1)c1c(O)[nH]c(=S)[nH]c1=O	79%[activator]	?	7%	.	.	-2%	-19%	.	0%
O=C1CC(NC(=O)C(F)(F)F)=NN1c1ccccc1	35%	-20%	18%	0%	?	-9%	9%	?	-1%
COc1cc(C(C#N)N2CCCCC2)ccc1O (stereo not drawn)	28%	0%	23%	-1%	-5%	-3%	-8%	?	7%
c1ccc2c3c(ccc2c1)OCC1CONC31 (stereo not drawn)	33%	1%	-1%	-4%	3%	48%[activator]	6%	3%	3%
CC1(C)CC(=O)C(C=NCCN2CCN(C(=O)Cc3ccc(F)cc3)CC2)=C(O)C1	56%[activator]	-7%	-2%	-3%	7%	18%	3%	35µM*	-2%
CN1C(=O)c2ccccc2Sc2ccc(C(=O)N3CCC4(CC3)OCCO4)cc21	27%	1%	4%	-1%	5%	28%	1%	39%	-2%
c1ccc(C2CN3CCC2CC3)cc1 (stereo not drawn)	27%	9%	3%	-1%	2%	-4%	-4%	-32%	-6%
CN(C)C(Cc1ccc(Cl)cc1)C(=O)c1ccccc1 (stereo not drawn)	12%	-15%	3%	-4%	-6%	-1%	-7%	45µM*	-3%
COc1ccc(CNC(=O)CCC(=O)N2C[C@H]3C[C@H](C2)c2cccc(=O)n2C3)cc1	41%[activator]	-2%	1%	0%	2%	16%	-5%	14%[12.7 µM]	2%

In a second layout: entries from further up
Results follow in this order: HP1b binding inh	JMJD2A Tudor	GLS inh	BLM helicase inh	BAZ2B block	POLI inh	Tb PGK inh	G9a block	Pin1 inhibitor
> O=C(Nc1ccccc1)c1c(O)[nH]c(=S)[nH]c1=O
 : 79%[activator]	?	7%	.	.	-2%	-19%	.	0%
> O=C1CC(NC(=O)C(F)(F)F)=NN1c1ccccc1
 : 35%	-20%	18%	0%	?	-9%	9%	?	-1%
> COc1cc(C(C#N)N2CCCCC2)ccc1O (stereo not drawn)
 : 28%	0%	23%	-1%	-5%	-3%	-8%	?	7%
> c1ccc2c3c(ccc2c1)OCC1CONC31 (stereo not drawn)
 : 33%	1%	-1%	-4%	3%	48%[activator]	6%	3%	3%

The list goes on.
SMILES	HP1b binding inh	JMJD2A Tudor	GLS inh	BLM helicase inh	BAZ2B block	POLI inh	Tb PGK inh	G9a block	Pin1 inhibitor
CCOC(=O)C1CCN(/C=C2/C(=O)NC(=O)N(c3ccc(OCC)cc3)C2=O)CC1	41%	-17%	25%	1%	-3%	33%[activator]	-6%	?	16%
CCOC(=O)c1ccc(N2C(=O)CC(N3CCC(O)(c4ccc(Br)cc4)CC3)C2=O)cc1 (stereo not drawn)	48%[activator]	-4%	5%	3%	28%	8%	2%	50µM*	24%
CCN(CC)c1nc2c(C)cccn2c(=O)c1C=C1C(=O)NC(=O)NC1=O	24%	-15%	11%	-7%	-16%	-7%	-10%	?	15%
COC(=O)C1=C(c2ccc3ccccc3c2)C[C@@H]2CC[C@H]1N2C(=O)N1CCOCC1	25%	-19%	12%	.	9%	-3%	-1%	7%[0.501 µM]	-14%
COCCNC(=O)N1[C@H]2CC[C@@H]1C(C(=O)OC)=C(c1ccc(OC)c(OC)c1)C2	49%[activator]	-13%	0%	.	2%	19%	6%	-8%[2.33 µM]	0%
OC(CNCCc1c[nH]c2ccccc12)c1ccccc1 (stereo not drawn)	0%	-23%	-6%	2%	-16%	20%	-3%	-3%	-5%
CC(Cc1ccccc1)NC(=O)c1ccc(N)cc1 (stereo not drawn)	8%	-12%	?	-3%	-5%	117%[activator]	3%	50%[59 µM]	3%
COC(=O)C1=C(c2ccc3ccccc3c2)C[C@@H]2CC[C@H]1N2C(=O)NCc1ccc(C(F)(F)F)cc1	19%	-22%	7%	.	1%	7%	-2%	16%[2.33 µM]	3%
CN(C)C(=O)Oc1ccc(-c2cn3cc(C(F)(F)F)ccc3n2)cc1	24%	-20%	3%	3%	-1%	23%	-7%	?	-11%
CCc1ccc(C(=O)NCc2ccc(Cl)cc2Cl)cc1	72%[activator]	25%	2%	-6%	20%	-6%	-1%	6%[59 µM]	-2%
Cc1cc2ccccn2c1C(C[N+](=O)[O-])c1c(F)cccc1Cl (stereo not drawn)	-17%	?	8%	-7%	?	?	-12%	45µM*	22%
O=C1NC(=O)N(c2cccc(F)c2)C(=O)/C1=C/c1ccc(N2CCOCC2)cc1	47%[activator]	-9%	-10%	-1%	-6%	?	3%	.	15%
O=Cc1cn(CCCOc2ccccc2)c2ccccc12	66%[activator]	29%	0%	-2%	15%	8%	-7%	21%[59 µM]	7%
C=CCn1c(O)c(C(C)=NCCC2=CCCCC2)c(=O)[nH]c1=O	3%	-13%	-1%	-11%	6%	1%	-6%	1%[59 µM]	2%
COc1ccccc1CNCCc1ccc(F)cc1	?	32µM*	3%	-6%	50µM*	?	i	-12%	-9%
COc1ccc(CN2CCN(Cc3ccccc3)CC2)c(OC)c1	1%	?	1%	-4%	?	-24%[58.9 µM]	i	14%[59 µM]	0%
CC[C@@]1(C(=O)OC)N[C@H](CN(C)C(=O)c2ccc(C(C)(C)C)cc2)[C@@H]2C(=O)N(Cc3ccccc3)C(=O)[C@@H]21	9%	?	-2%	.	.	12%	2%	.	2%
COP(=O)(OC)c1nc(-c2cccc3ccccc23)oc1N1CCCCC1	27%	20%	4%	-3%	.	23%	-2%	?	1%
CN1CCCC(C(=O)c2ccccc2)C1 (stereo not drawn)	11%	-7%[57.1 µM]	-2%	3%	-3%	11%	i	10%[12.7 µM]	-14%
CCN(CC)C(=O)Oc1ccc(Cl)c2ccccc12	74%[activator]	47%[activator]	-6%	-2%	78%[activator]	-9%	-5%	129%[activator]	-4%
COc1ccc(CC2C(=O)NC(=O)NC2=O)c(OC)c1	79%	17%	70%[activator]	-2%	-4%	?	7%	?	0%
Cc1ccc(/C=C2/C(=O)NC(=O)N(CC3CCCO3)C2=O)s1 (stereo not drawn)	38%	-9%	18%	-8%	-24%	?	4%	13µM*	-1%
CC(C)(C)OC(=O)c1c(N)n(Cc2ccco2)c2nc3ccccc3nc12	53%[activator]	-9%	2%	-10%	-1%	44%[activator]	i	?	?
Cc1c(Cl)cccc1NC(=S)N1CC2CC(C1)c1cccc(=O)n1C2 (stereo not drawn)	42%[activator]	-5%	-4%	-14%	10%	25%	-10%	6%[59 µM]	-3%
CN1C(=O)C(=Cc2ccc(N3CCOCC3)o2)C(=O)N(C)C1=O	16%	0%	-2%	-2%	-27%	-12%	-5%	?	?
Nc1c2c(nc3sc4c(c13)CCCCC4)CCCC2	20%	-20%	-1%	-9%	11%	-5%	0%	?	-2%
CC(=O)Nc1ccccc1C(=O)OCc1ccccc1F	68%[activator]	14%	10%	-2%	-5%	-5%	-6%	.	1%
c1cnc(N2CCNCC2)nc1	43%	?	-5%	-7%	?	-8%	i	18µM*	3%
CN(C)c1ccc(NC(=O)CN2CCC(O)(c3ccccc3)CC2)cc1	-5%	-32%	1%	-1%	?	97%[activator]	-9%	.	1%
Cc1ccc2c(c1)N(C(=O)CCC(=O)N1CCC3(CC1)OCCO3)CC(C)O2 (stereo not drawn)	10%[57 µM]	-15%	-2%	2%	-16%	0%	0%	37%	0%

Source: PubChem BioAssay
